b-catenin transl – modulators of beta-catenin nuclear translocation, primary screen, imaging, HeLa cells, immunofluorescence, high-content. hit rate 0.3% among 190,000. nuclear translocation activity, % at 5 µM. AID 1665, 2009;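 active = nuclear translocation activity above 50% at 5 µM, with a well cell count of 50 or more; inconclusive = wells under 50 cells across six images, flagged as toxic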;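 also: per-cell ratio of nuclear to cytoplasmic median beta-catenin stain intensity; plate controls were DMSO negative control for no effect and GSK-3 inhibitor IX positive control for full effect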
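Test system: HeLa cells, endogenous beta-catenin; Compound: single 5 µM dose plus 0.02–20 µM confirmation series; Times: compound exposure 24 h at 37°C; Signal: fluorescence imaging of beta-catenin antibody stain plus DAPI; Read-out: % activation, nuclear-to-cytoplasmic median beta-catenin signal ratio per cell.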
MT stabilizer – microtubule stabilizers in HeLa cells, primary screen, imaging, high-content imaging; % tubulin-high responders, % at 10 µM; hit rate 0.83% among 200,000; HeLa tubulin immunostaining HCS, 24 h; share of cells brighter than vehicle mean+2SD;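 active = plate Z-score above 3 for both tubulin-high and condensed-nucleus cell shares, with cell loss under 80%, at 10 µM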;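 also: anti alpha tubulin signal scored within the nucleus-defined area of each cell; some results filed as inactive read as strong as hits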
Autophagy HCS – autophagy modulators in MEF cells, primary screen, imaging, high-content, MEF GFP-LC3. MEF GFP-LC3 puncta imaging; test concentration mostly 10 µM. calls only at 10 µM (by protocol). hit rate 0.98% among 190,000. AID 463193, 2010;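 active = percentage of spot-positive cells more than 3 SD above its plate mean, without a fluorescence outlier flag or 80% toxicity; inconclusive = no clear call, values can overlap the other calls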;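 also: spot-positive cell cutoff set from DMSO-treated cells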
human PMI inhibition – inhibitors of human PMI, primary screen, biochemical, fluorescence intensity, coupled assay (AID 1209); hit rate 0.42% among 190,000; inhibition, % at 20 µM, or IC50 in µM where a hit was titrated; Mannose-6-phosphate isomerase (Homo sapiens); purified PMI enzyme, coupled fluorescence intensity; higher % means a stronger effect;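 also: plate controls were DMSO vehicle for no effect and wells lacking substrate for full effect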
Yfh1-depleted yeast – enhancers of respiration in Yfh1-depleted yeast, dose response, Friedreich's ataxia, plus single-dose screen (AID 1465) | S. cerevisiae Yfh1-off respiration, WST-1 reduction, 72 h; higher fold induction means a stronger effect | hit rate 0.074% among 220,000 | fold induction at 50 µM; hits with a dose series show EC50 in µM;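 active = fold induction of absorbance versus untreated yeast above a set limit, then at least 30% activation at any dose in follow-up; inconclusive = repeats straddling the limit, or above it without dose testing; inactive = fold induction below the set limit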;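 also: activators that raise dye reduction in frataxin-depleted yeast; strong numbers were not always called active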
Insulin prom up – insulin promoter activators in MIN6 cells, imaging, high-content screening, mouse beta cells; MIN6 insulin promoter-GFP reporter; stronger effect = higher value; z-score at 5 µM; hit rate 0.3% among 190,000; AID 1625, 2009;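 active = z-score above 3 at 5 µM with at least 500 cells counted in the well; inconclusive = wells under 500 cells, flagged as cytotoxic or low count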
human PMI inhibitors – human PMI inhibitors, high substrate, primary screen, biochemical, fluorescence intensity, high mannose 6-phosphate (AID 1220). recombinant PMI enzyme, coupled fluorescence intensity; higher % means a stronger effect. hit rate 0.66% among 190,000. Mannose-6-phosphate isomerase (Homo sapiens). inhibition, % at 20 µM; hits with a dose series show IC50 in µM
WT yeast gro inh – growth inhibition of WT strain, primary screen, mitochondrial fusion inhibitor project, WT and mutant strains, chemical genetic; hit rate 2.1% among 190,000; mitochondrial fusion phenotypic screen; AID 1362, 2008; inhibition, % at 10 µM; in the data active = inhibition above about 58%; tested in S. cerevisiae
Dynein cargo inh – inhibitors of GR-EGFP nuclear translocation, primary screen, dynein cargo transport inhibitor project, imaging, high-content, 3617.4 mouse cells. test concentration mostly 20 µM; stimulated with dexamethasone, 1 µM; stronger effect = lower value. z-score, hits read low. hit rate 0.47% among 220,000;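 active = plate z-score of nuclear minus cytoplasmic receptor signal below a set negative limit, without overly bright fluorescence or cell loss, cut at about -3.5 in these data, passing the limit was not always enough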;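 also: z-score of nuclear minus cytoplasmic ring GR-EGFP intensity difference per well; some compounds called inactive have numbers as strong as hits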
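Also added – dexamethasone, 1.0 µM final · Buffer or medium – tet-free, stripped-serum medium · Schedule – induction 48 h, compound 1 h, agonist 30 min · Detection – formaldehyde fixation, Hoechst nuclear stain, 10x automated fluorescence imaging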
WT yeast gro inh mutant strain – second read-out of WT yeast gro inh, no call of its own (marks repeat the call); inhibition, %; mitochondrial fusion phenotypic screen, mutant strain inhibition
Dynein cargo inh cytoplasmic EGFP – recorded beside Dynein cargo inh, whose call it bears; z-score; measured here: cytoplasmic GR-EGFP intensity; stronger effect = higher value
Dynein cargo inh nuclear GR-EGFP – recorded beside Dynein cargo inh, whose call it bears; z-score; measured here: nuclear GR-EGFP intensity;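 lower value marks the stronger effect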
Dynein cargo inh cell count – recorded beside Dynein cargo inh, whose call it bears; z-score; measured here: cell count per field
Insulin prom up cell count – also measured in Insulin prom up; calls as there; cell count; measured here: cytotoxicity, nuclei count;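 total cells summed across four imaged fields per well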
b-catenin transl cell count 5 µM – also measured in b-catenin transl; calls as there; cell count; measured here: cell count, cytotoxicity flag
MT stabilizer Hoechst-high % – also measured in MT stabilizer; calls as there; % Hoechst-high responders; measured here: nuclear condensation Hoechst responders;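 share of cells brighter than vehicle mean plus two SD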
MT stabilizer cytotoxicity % – recorded beside MT stabilizer, whose call it bears; toxicity, %; measured here: cytotoxicity by cell density;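 0% = mean cell density of plate MIN control wells and 100% = no cells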
Autophagy HCS cell loss 18 h – also measured in Autophagy HCS; calls as there; toxicity, %; measured here: cell loss, nuclei count;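 cell loss after 18 h compound exposure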
Numbers without * were called inactive; i = inactive; ? = inconclusive; . = no result given; + = active, no number. Rule as the data show it, unless noted: active = inhibition above about 50%; inactive = the rest.

SMILES	b-catenin transl	b-catenin transl cell count 5 µM	MT stabilizer	MT stabilizer Hoechst-high %	MT stabilizer cytotoxicity %	Autophagy HCS	Autophagy HCS cell loss 18 h	human PMI inhibition	Yfh1-depleted yeast	Insulin prom up	Insulin prom up cell count	human PMI inhibitors	WT yeast gro inh	WT yeast gro inh mutant strain	Dynein cargo inh	Dynein cargo inh cytoplasmic EGFP	Dynein cargo inh nuclear GR-EGFP	Dynein cargo inh cell count
CC(=O)OCC(=O)Nc1ccc(C(C)=O)cc1	1.3	1305	2.3	2.0	6.9	i	-5	3%	i	-0.47	1713	0%	5	-8	0.18	-0.25	-0.03	-0.011
Cc1ccc(NC(=O)CSCC(=O)O)c(C)c1	-9.8	1026	5.6	2.6	8.3	i	12	-10%	i	-0.12	1496	0%	-6	-9	-0.23	-0.23	0.19	0.11
CC(C)c1cc(C(=O)Nc2cccc(Cl)c2)no1	0.3	1456	2.7	2.3	9.9	i	-9	-3%	i	-0.35	1601	2%	30	11	-0.69	-0.23	-0.24	1.3
CN(C)c1ccc(NC(=O)Cn2c(=O)n(Cc3ccccc3)c(=O)c3ccccc32)cc1	-0.5	1395	2.9	5.8	7.0	i	13	-2%	i	-0.15	1497	6%	-12	-21	0.98	0.29	1.4	-1.1
CN1CCN(CCCNC(=O)c2nnc(Cc3c(F)cccc3Cl)o2)CC1	-3.3	1174	2.1	1.3	5.0	i	-11	-2%	i	0.14	911	-6%	15	6	0.31	0.29	0.59	-0.81
COc1cc(C2C(N3C(=O)c4ccccc4C3=O)C(=O)N2c2ccc(C)c(C)c2)cc(OC)c1OC (stereo unspecified)	-1.4	1104	3.2	2.9	6.7	i	5	9%	i	.	.	8%	12	11	-0.2	-0.16	-0.1	1.4
O=S(=O)(Cc1ccc(Cl)cc1)NCC1CCCO1 (stereo unspecified)	-1.0	1044	4.3	1.5	13	i	0	17%	i	0.25	2020	15%	0	-5	2.5	-0.18	1.3	-0.47
CC(=O)c1cc2c(cc1NS(=O)(=O)c1ccc3c(c1)OCCO3)OCO2	-8.4	999	2.0	2.0	7.3	i	-5	7%	i	0.16	1154	4%	2	3	-0.64	-0.22	-0.32	0.62
Cc1oc2c(c1C(=O)NCCCC(=O)O)CCCC2	.	.	2.1	0.7	0.1	i	30	1%	i	.	.	3%	5	-14	0.17	-0.34	0.12	-0.33
NC(=O)C1CCN(CC(=O)NC(=O)NC2CCCC2)CC1	0.0	1109	3.7	2.2	7.8	i	2	-9%	i	-1	1190	-12%	-12	1	0.29	-0.32	0.14	-0.5
O=[N+]([O-])/C(C(Cl)=C(Cl)Cl)=C1\Nc2ccccc2O1	-0.2	1319	.	.	.	.	.	.	i	-0.03	1081	.	.	.	-0.93	-0.22	-0.14	1.2
O=C(Oc1cccc2cccnc12)c1ccco1	-1.1	1134	4.9	2.1	7.1	i	7	17%	i	?	.	42%	-19	-29	0.29	-0.23	-0.072	0.93
Cc1ccccc1-c1ccc(=O)n(CC(=O)Nc2ccc(S(=O)(=O)N(C)C)cc2)n1	0.2	1514	6.2	2.6	4.2	i	-7	10%	i	0.13	1397	10%	2	-13	-0.12	-0.25	-0.098	0.28
CN(CC(=O)NCc1cccnc1)S(=O)(=O)c1ccc2c(c1)c(=O)n(C)c(=O)n2C	.	.	3.6	4.2	8.3	i	4	-3%	i	0.5	876	-9%	-2	0	-0.52	-0.25	-0.29	0.6
CN(c1ccccc1)S(=O)(=O)c1cccc(NC(=O)CC(C)(C)C)c1	2.1	965	2.5	2.5	4.9	i	9	10%	i	.	.	-6%	10	-13	-0.17	-0.28	-0.23	0.18
CCCNc1nc(NCC)nc(OC)n1	7.4	1192	2.2	2.2	6.0	i	5	16%	i	0.32	1487	8%	-3	4	-0.44	-0.14	-0.84	-0.11
O=C(COC(=O)c1c(Cl)cccc1Cl)Nc1ccccc1Br	1.5	1071	2.6	2.6	5.6	i	12	16%	i	-0.95	1390	8%	29	-5	-0.012	-0.17	0.2	-0.61
CCN(CC)CCn1c(NCc2ccc(OC)cc2)nc2ccccc21	-1.2	1108	3.8	3.0	5.3	i	4	2%	i	-0.31	1708	7%	-1	0	-0.05	0.89	0.21	1
Cc1ccc(S(=O)(=O)N2CCCC(C(=O)NCCCN3CCCCC3C)C2)cc1 (stereo unspecified)	2.1	1374	6.0	4.1	11	i	10	-5%	i	0.55	1396	0%	1	-3	0.66	0.44	0.79	-1.2
Cc1ccc(NCCC(=O)c2ccccc2)cc1Cl	-0.8	990	3.9	2.3	5.9	i	16	17%	i	-1.4	1698	21%	11	4	-0.097	-0.27	0.63	-0.3
Cn1ccnc1C(=O)c1ccc(NN)c([N+](=O)[O-])c1	-5.5	1040	1.9	2.2	10	i	-5	-5%	i	-0.08	1420	3%	-3	3	0.0009	-0.11	0.26	0.11
COc1ccc([N+](=O)[O-])cc1NC(=O)Nc1ccc(OC)c(OC)c1	0.3	970	1.3	1.4	0.1	i	16	-6%	i	-2.5	1014	6%	-21	-2	0.34	-0.19	0.2	-0.27
Brc1ccc(-c2nnc3c4ccccc4nc(N4CCOCC4)n23)cc1	-2.2	851	3.5	2.0	17	i	11	1%	.	0.17	1571	-2%	8	3	-0.37	-0.14	0.21	0.27
CCNC(=S)N/N=C/c1cc(Br)cc(Br)c1OC	0.2	1220	3.0	1.4	5.3	i	-6	-3%	i	-1.1	897	-3%	.	.	-0.87	1.2	-0.13	1.2
COc1ccc(Cl)cc1C(=O)NNC(=S)NC1CCCCC1	-1.0	1409	.	.	.	.	.	.	i	0.53	1144	.	.	.	-0.52	0.13	-0.084	0.26
(continued)
SMILES	b-catenin transl	b-catenin transl cell count 5 µM	MT stabilizer	MT stabilizer Hoechst-high %	MT stabilizer cytotoxicity %	Autophagy HCS	Autophagy HCS cell loss 18 h	human PMI inhibition	Yfh1-depleted yeast	Insulin prom up	Insulin prom up cell count	human PMI inhibitors	WT yeast gro inh	WT yeast gro inh mutant strain	Dynein cargo inh	Dynein cargo inh cytoplasmic EGFP	Dynein cargo inh nuclear GR-EGFP	Dynein cargo inh cell count
Cc1cc(-c2ccccc2)nc(N2CCC(C(=O)NC(C)C)CC2)n1	-0.3	1427	3.7	2.7	0.4	i	8	1%	i	-0.02	1406	1%	25	15	-0.55	-0.37	-0.34	0.31
O=C1CS/C(=C\[N+](=O)[O-])N1c1ccccc1	2.4	1311	2.5	1.9	9.6	i	7	6%	i	0.04	1682	29%	-2	-9	-0.38	-0.22	0.35	0.9
CN(C)C(/C=C/Nc1ccc(F)cc1F)=C(C#N)C#N	-1.4	1035	1.0	2.8	15	i	-2	7%	i	0.03	1950	8%	-7	1	.	.	.	.
COC(=O)Cn1c(=NC(=O)CSCC(=O)NC2CCCCC2)sc2cc(OC)ccc21	-1.7	1172	0.6	0.7	4.6	i	1	-1%	i	-0.62	980	0%	-5	5	-0.33	0.23	0.18	0.58
Cc1cc(C)c(S(=O)(=O)N(C)CC(=O)NC2CCCC2)c(C)c1	-1.8	1066	2.7	2.1	8.8	i	-3	12%	i	-0.53	1203	8%	7	-22	-0.84	-0.26	-0.5	1.2
Cc1ccsc1C1C(C#N)=C(N)OC2=C1C(=O)CCC2 (stereo unspecified)	0.2	1435	1.4	0.8	3.3	+	1.0*	.	i	.	.	.	-2	1	1.5	-0.3	0.74	-0.43
CCOC(=O)CC(=O)CSc1nc2sc(C)cc2c(=O)n1Cc1ccco1	0.7	958	1.8	0.3	27	i	9	15%	i	0.8	1159	15%	-16	14	-1.4	5	0.58	0.69
CCN(C(=O)COC(=O)c1ccc(Cl)cc1N)C1CCCCC1	-1.9	1157	5.9	2.0	7.1	i	18	-2%	i	-0.9	1304	-2%	16	22	-0.92	-0.32	-0.0031	1.4
O=c1c2cnn(-c3ccc(F)cc3)c2ncn1Cc1ccccn1	-7.6	954	4.7	4.4	4.5	i	11	-12%	i	-0.7	1289	5%	-3	8	0.019	-0.23	0.16	-0.53
Cc1ccc(CN2CCSCC2)c(C)c1	.	.	2.2	3.8	5.3	i	-3	-17%	i	-0.11	1164	-23%	-11	3	0.18	-0.26	-0.24	0.47
NC(=O)/C(=C\c1ccccc1)NC(=O)c1ccc(NC(=O)c2ccccc2)cc1	-0.2	1311	.	.	.	.	.	.	i	0.19	1420	.	.	.	0.71	-0.25	0.23	-0.21
Cc1ccc(-n2cnnn2)cc1Cl	.	.	2.9	2.6	6.8	i	8	1%	i	0.61	1230	8%	7	-2	-0.45	-0.35	-0.2	0.53
Cc1cc(C)n(CC(=O)N/N=C/c2c[nH]c3ccccc23)n1	1.8	1336	.	.	.	.	.	.	i	1.2	1199	.	.	.	0.21	-0.26	0.028	-0.29
Cc1ccc(C(=O)Nc2ccc3c4c(cccc24)CC3)cc1[N+](=O)[O-]	0.2	1051	4.9	11	7.2	i	7	22%	i	1.2	1374	6%	8	-3	1.5	-0.24	0.41	-1.3
Cc1ccc(NC(CC(=O)c2ccccc2)C(=O)O)cc1Cl (stereo unspecified)	2.0	1286	.	.	.	.	.	.	i	0.2	1185	.	.	.	1.5	-0.28	0.58	-0.34

Screening results: PubChem, several laboratories
